# High-throughput results from PubChem.
# TRPC4 agonist = activators of mouse TRPC4 channel, primary screen, Fluo4 calcium, HEK293 TRPC4beta/mu-opioid cells; Short transient receptor potential channel 4 (Mus musculus), Q9QUQ5; Fluo4 calcium fluorescence; hits give high values; B-score at 10 µM; 310,000 tested, 0.49% active; AID 2237, 2010;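 active = B-score above 5 SD of library B-scores, and initial fluorescence ratio not above library mean plus 5 SD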;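 note: positive B-score marks a calcium rise read as TRPC4 activation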
#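 Assay system: HEK293 stable line with TRPC4beta plus mu-opioid receptor. Times: dye 45 min RT, read 110 s. Measured by: kinetic Fluo4 calcium fluorescence. Measure: B score of integrated ratio. Controls: assay buffer as low control, maximal DAMGO as high control.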
# ANO1 activ = TMEM16A chloride channel activators or potentiators, primary screen, cell-based, HTS; Anoctamin-1 (Mus musculus), Q8BHY3; B-score at 10 µM; 340,000 tested, 0.3% active; HEK293 TMEM16A/YFP-H148Q/I152L, iodide quench fluorescence; hits give low values; AID 623877, 2012;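 active = fluorescence-ratio B-score plate-corrected deviation score at least 3 library SD below zero, with starting fluorescence score within 5 deviations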;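 note: channel opened by trigger with iodide after compound preincubation; score built on the fluorescence ratio of max minus min over baseline; more negative score means more quench and so TMEM16A activation or potentiation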
# RGS4 block = RGS4 inhibitors, primary screen, cell-based, HEK293 M3R inducible RGS4, calcium flux; 310,000 tested, 0.45% active; Fluo-4 calcium flux; hits give high values; triggered by carbachol at its EC20; AID 463165, 2010; B-score at 10 µM;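 active = B-score, a plate-corrected calcium signal, over three deviations above library mean, with baseline fluorescence within five deviations of library mean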;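 note: RGS4 expression induced by doxycycline in cells with stable M3 receptor; B-score is computed from the integrated fluorescence ratio over baseline after carbachol; higher B-score means a larger calcium signal and so more RGS4 inhibition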
# Target sequence (P49798 whole entry, looked up): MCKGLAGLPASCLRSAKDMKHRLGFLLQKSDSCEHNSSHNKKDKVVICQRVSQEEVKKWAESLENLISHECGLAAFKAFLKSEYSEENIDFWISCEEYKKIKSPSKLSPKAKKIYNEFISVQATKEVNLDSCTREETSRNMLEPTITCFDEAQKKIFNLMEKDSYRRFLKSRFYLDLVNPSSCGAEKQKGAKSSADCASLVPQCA
# MrgX1 antagonist = antagonists of human MrgX1 receptor, primary screen, HEK293 cells, Fluo-4 calcium flux | B-score at 10 µM | 310,000 tested, 1.3% active | Mas-related G-protein coupled receptor member X1 (Homo sapiens), Q96LB2 | BAM8-22 antagonism; hits give low values;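 active = calcium-response B-score plate-corrected more than 3 library SD below zero, starting fluorescence within 5 deviations, no agonist response on first addition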;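 note: peak minus trough fluorescence over baseline after final BAM8-22 challenge near maximal dose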
# Target sequence (Q96LB2 whole entry, looked up): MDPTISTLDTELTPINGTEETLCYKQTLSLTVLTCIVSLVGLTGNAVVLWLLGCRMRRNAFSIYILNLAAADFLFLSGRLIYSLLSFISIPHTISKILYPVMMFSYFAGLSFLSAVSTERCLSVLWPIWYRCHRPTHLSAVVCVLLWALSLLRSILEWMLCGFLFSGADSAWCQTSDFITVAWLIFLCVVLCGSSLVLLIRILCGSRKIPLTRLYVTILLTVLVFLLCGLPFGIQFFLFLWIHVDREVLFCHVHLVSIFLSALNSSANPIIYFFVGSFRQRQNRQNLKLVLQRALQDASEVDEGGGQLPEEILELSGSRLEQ
# TRPC6 activator = mouse TRPC6 channel activators, primary screen, cell-based, HEK293, membrane potential dye; 310,000 tested, 0.13% active; B-score at 10 µM; Short transient receptor potential channel 6 (Mus musculus), Q61143; HEK293-TRPC6 membrane potential dye fluorescence; hits give high values;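 active = B-score of the integrated fluorescence ratio above library mean plus 3 SD, and starting fluorescence ratio within library mean plus 5 SD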;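 note: higher score means more depolarization so channel activation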
# TRPC4 block = inhibitors of mouse TRPC4 channel, primary screen, Fluo4 calcium, HEK293 TRPC4beta/mu-opioid cells. 300,000 tested, 0.39% active. Short transient receptor potential channel 4 (Mus musculus), Q9QUQ5. DAMGO-evoked Fluo4 calcium flux; hits give low values. B-score at 10 µM. AID 2247, 2010;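 active = B-score over 3 SD under the library average, no early fluorescence shift, positive overall ratio signal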
#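 material = TRPC4beta/mu-opioid receptor HEK293 cell line | probe or stimulus = sequential submaximal and maximal DAMGO stimulation | compound dosing = one concentration per compound | measured by = Fluo4 Ca2+ flux fluorescence | evaluation = integrated fluorescence ratio relative to baseline, converted to per-well B score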
# TRPC6 inhibitor = mouse TRPC6 channel inhibitors, primary screen, cell-based, HEK293, membrane potential dye. Short transient receptor potential channel 6 (Mus musculus), Q61143. ACh-evoked depolarization; hits give low values. B-score at 10 µM. 310,000 tested, 1.1% active. AID 2553, 2010;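 active = B-score under library mean minus 3 SD, initial fluorescence not abnormally high, positive integrated signal ratio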;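 note: B-score derived from integrated fluorescence ratio over the kinetic read; more negative B-score means stronger inhibition of depolarization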
# MrgX1 PAM = positive allosteric modulators of MrgX1, primary screen, HEK293 cells, Fluo-4 calcium flux. Mas-related G-protein coupled receptor member X1 (Homo sapiens), Q96LB2. FDSS; hits give high values. B-score at 10 µM. 310,000 tested, 0.63% active. AID 588675, 2011;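 active = plate-corrected calcium response at least 3 library SD above typical, normal starting fluorescence, not activating the receptor alone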;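 note: compound read alongside a low EC10 to EC30 dose of BAM8-22 agonist; peak minus trough fluorescence over baseline measured at the second addition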
# TMEM16A inh = TMEM16A chloride channel inhibitors, primary screen, cell-based, HTS. HEK293 TMEM16A/YFP iodide influx fluorescence, ionomycin. Anoctamin-1 (Mus musculus), Q8BHY3. AID 588511, 2011. normalized B-score (activity score, 25-100; higher = stronger inhibition) at 10 µM. 310,000 tested, 1.2% active;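 active = ratio plate-corrected score three or more library SD toward inhibition, starting fluorescence score within five deviations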;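 note: score derived from kinetic fluorescence span divided by baseline fluorescence per well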
# TRPC4 potent = positive allosteric modulators of TRPC4, primary screen, cell-based, mouse TRPC4beta, HEK293 mu-opioid, Fluo-4 calcium. Short transient receptor potential channel 4 (Mus musculus), Q9QUQ5. DAMGO EC20, Fluo-4 Ca2+ flux; hits give high values. B-score at 10 µM. 310,000 tested, 0.42% active. AID 2227, 2009;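 active = B-score of calcium response area above 5 SD of library B-scores, with initial fluorescence ratio within 5 SD of library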;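 note: B-score of integrated fluorescence ratio over time as area under calcium response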
# MrgX1 ag = agonists of human MrgX1 receptor, primary screen, HEK293 cells, Fluo-4 calcium flux | B-score at 10 µM | 310,000 tested, 0.44% active | Fluo-4 calcium fluorescence, agonist mode; hits give high values;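 active = calcium response B-score plate-corrected fluorescence ratio at least 3 library SD, with starting fluorescence B-score inside 5 SD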
#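 System: HEK293 cells stably expressing human MrgX1 receptor; Dosing: test compound in the initial addition of three; Schedule: overnight plating, then 30 min 37 °C plus 30 min room-temperature dye loading; Detection: kinetic calcium dye fluorescence, Fluo-4 NW; Controls: per-plate positive and negative controls for Z′ factor.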
# * hit, by the source's call; i = inactive; . = no result given.
SMILES,TRPC4 agonist,ANO1 activ,RGS4 block,MrgX1 antagonist,TRPC6 activator,TRPC4 block,TRPC6 inhibitor,MrgX1 PAM,TMEM16A inh,TRPC4 potent,MrgX1 ag
Cc1oc(=O)c(NC(=O)c2ccccc2)cc1C(C)O (stereo not given),i,i,i,i,i,i,i,i,i,i,i
COc1cc(/C=N/NC(=O)c2cc[n+]([O-])cc2)cc(OC)c1OC,i,i,i,i,i,i,i,i,i,i,i
CN(Cc1ccccc1)C(=O)c1ccc(NC(=O)c2ccccc2)cc1,i,i,i,-5.5*,i,i,i,i,i,i,i
O=C(O)CCCC(=O)Nc1cccc(-c2nc3ccccc3[nH]2)c1,i,i,i,i,i,i,i,i,i,i,i
O=C1CSC(c2ccncc2)N1Cc1ccccc1 (stereo not given),i,i,i,i,i,i,i,i,i,i,i
CCOc1cc(N2CCOCC2)c(OCC)cc1NC(=O)COC(=O)CCOc1ccc(C(C)(C)C)cc1,i,i,i,i,i,i,i,i,i,i,i
O=C(O)CC1(CC(=O)Nc2ccc3c(c2)C(=O)OC3)CCCCC1,i,i,i,i,i,i,i,i,i,i,i
COc1ccc(C)c2sc(NC(=O)CCS(=O)(=O)c3ccccc3)nc12,i,i,i,i,i,i,i,i,i,i,i
Cc1ccc(N(C)C(=O)N2CCN(S(=O)(=O)c3ccc4ccccc4c3)CC2)cc1,i,i,i,i,i,i,i,i,i,i,i
CCC(=O)Nc1cccc(-c2nnc(SCC(=O)c3ccccc3)n2C)c1,i,i,i,i,i,i,i,i,i,i,i
O=C(Nc1ccc(Br)cc1)C1C2C=CC3(O2)C1C(=O)N(CCN1CCCCC1)C3C(=O)NC1CCCCC1 (stereo not given),i,i,i,i,i,i,i,i,i,i,i
COc1ccc(C(=O)COC(=O)c2ccc(NC(=O)c3ccccc3)cc2)cc1,i,i,i,i,i,i,i,i,i,i,i
CC(=O)O[C@H]1C(=O)[C@@]2(C)C([C@H](OC(=O)c3ccccc3)[C@]3(O)C[C@H](OC(=O)[C@H](O)[C@@H](NC(=O)c4ccccc4)c4ccccc4)C(C)=C1C3(C)C)[C@]1(OC(C)=O)CO[C@@H]1C[C@H]2O (stereo not given in full),i,i,i,i,i,i,i,i,i,i,i
COc1ccc(CNC(=O)CCCOc2cc(=O)n(C)c3ccccc23)cc1,i,i,i,i,i,i,i,i,i,i,i
Cc1ccc(SCCC(=O)Nc2c(C)n(C)n(-c3ccccc3)c2=O)cc1,i,i,i,i,i,i,i,i,i,i,i
CC1(C)CN=C(N(Cc2ccccc2)C(=O)Nc2ccccc2)S1,i,i,i,i,i,i,i,i,i,i,i
COc1cc([N+](=O)[O-])ccc1NC(=O)CCS(=O)(=O)c1ccc2c(c1)n(C)c(=O)c(=O)n2C,i,i,i,i,i,i,i,i,i,i,i
Cc1cc(NC(=O)CCC(=O)N(CC(=O)NC2CCCC2)c2ccccc2)no1,i,i,i,i,i,i,i,i,i,i,i
CCN(CC(=O)Nc1ccc(NC(C)=O)cc1)C(=O)c1cccc(S(=O)(=O)N2CCCC2)c1,i,i,i,i,i,i,i,i,i,i,i
CC(=O)c1ccc(S(=O)(=O)NCCc2csc(-c3cccnc3)n2)cc1,i,i,i,i,i,i,i,i,i,i,i
CCOc1cc(C(=O)Nc2c3c(nn2C(C)(C)C)CS(=O)C3)cc(OCC)c1OCC (stereo not given),i,i,i,i,i,i,i,i,i,i,i
CCc1ccc(NC(=O)C2CC(=O)N(C(C)C)C2)cc1 (stereo not given),i,i,i,i,i,i,i,i,i,i,i
Cc1ccc(-c2c(CC(=O)O)c(C)nc3sc4c(c23)CCCC4)cc1,i,i,i,i,i,i,i,i,i,i,i
O=c1cc(COc2ccc(Cl)c(Cl)c2)nc2sccn12,i,i,i,i,i,i,i,i,i,i,i
COc1ccc(Nc2nnc(SCc3cn4c(C)cccc4n3)s2)cc1,i,i,i,i,i,i,i,i,i,i,i
CCC1CCc2[nH]nc(C(=O)O)c2C1 (stereo not given),i,i,i,i,i,i,i,i,i,i,i
CC(C)(C)CN1CCNC(=O)C1CC(=O)N1CCOc2ccccc2C1 (stereo not given),i,i,i,i,i,i,i,i,i,i,i
COc1cc2c(c3oc(=O)cc(CC(=O)O)c13)CCC(C)(C)O2,i,i,i,i,i,i,i,i,i,i,i
Cc1cc(C)c(S(=O)(=O)NCC2CCC(C(=O)NCc3ccc4c(c3)OCO4)CC2)c(C)c1 (stereo not given),i,i,i,i,i,i,i,i,i,i,i
CCOc1ccc(NC(=O)CC2C(=O)N(C)C(=S)N2Cc2ccc3c(c2)OCO3)cc1 (stereo not given),i,i,i,i,i,i,i,i,i,i,i
Cc1nn(C)cc1CNC(=O)C1CCC(=O)N(CC2CCCCC2)C1 (stereo not given),i,i,i,i,i,i,i,i,i,i,i
COCCNC(=O)CN(c1ccc(C)cc1)S(=O)(=O)c1ccccc1,i,i,i,i,i,i,i,i,i,i,i
CCN(Cc1ccccc1)C(=O)CN1C(=O)c2ccccc2C1=O,i,i,i,i,i,i,i,i,i,i,i
Cc1ccc(C(=O)N2CCN(c3ncccn3)CC2)cc1S(=O)(=O)N1CCCCC1,i,i,i,i,i,i,i,i,i,i,i
Cc1ccn2c(C=O)c(-c3ccc(F)cc3)c(C=O)c2c1,i,i,i,i,i,i,i,i,i,i,i
Oc1c(C=NCc2ccccc2)sc2ccccc12,i,i,i,i,i,i,i,i,i,i,i
Cc1ccc(NC(=S)NC(=O)C2CC2)cc1Cl,i,i,i,i,i,i,i,i,i,i,i
COCCCN1C(=O)C(=O)/C(=C(/O)c2ccccc2)C1c1ccc2c(c1)OCO2 (stereo not given),i,i,i,i,i,i,i,i,i,i,i
COC(=O)c1ccc(NC(=O)c2ccc(N(C)S(C)(=O)=O)cc2)cc1,i,i,i,i,i,i,i,i,i,i,i
CC(NC(=O)C1CCN(S(=O)(=O)N2CCCCCC2)CC1)c1ccccc1 (stereo not given),i,i,i,i,i,i,i,i,i,i,i
O=C1SC(SCc2ccccc2Cl)=N/C1=C\c1ccc(C(=O)O)cc1,i,i,i,i,i,i,i,i,i,i,i
CC1(C(=O)OCC(=O)NNC(=O)COc2ccc(Cl)cc2)CC1(Cl)Cl (stereo not given),i,i,i,i,i,i,i,i,i,i,i
O=c1cc(-c2cccc3ccccc23)[nH][nH]1,i,i,i,i,i,i,i,i,i,i,i
CCOC(CCNC(=O)c1cn(CC(C)C)c(=O)c2c1c1ccccc1n2C)OCC,i,i,i,i,i,i,i,i,i,i,i
O=C(O)c1cccc(OCc2ccccc2Cl)c1,i,i,i,i,i,i,i,i,i,i,i
COC(=O)c1sccc1NC(=O)Nc1ccc(C)cc1,i,i,i,i,i,i,i,i,i,i,i
CCOC(=O)c1cc(Br)c(=O)n2ccccc12,i,i,i,i,i,i,i,i,i,i,i
CN(C)/C=N/NC(=O)c1ccc(Cl)cc1,i,i,i,i,i,i,i,i,i,i,i
Cc1ccc(C2(CCN)CCOC(C(C)C)C2)cc1 (stereo not given),i,i,i,i,i,i,i,i,i,i,i
COC(=O)Cc1c(C)c2ccc(O)c(CN3CCCC(C)C3)c2oc1=O (stereo not given),i,i,i,i,i,i,i,i,i,i,i
CN(C)CCn1nnnc1SCC1=C(C(=O)O)N2C(=O)[C@@H](NC(=O)Cc3csc(N)n3)[C@H]2SC1,.,i,.,i,.,.,.,i,i,.,i
CCCCOc1ccc(CSCCN)cc1Cl,i,i,i,i,i,i,-6.2*,i,i,i,i
CCOC(=O)c1ccoc1CSCC(=O)N1CCN(S(=O)(=O)c2ccc(C)cc2)CC1,i,i,i,i,i,i,i,i,i,i,i
COc1ccc(C(=O)Cc2cc3cccc(OC)c3oc2=O)cc1,i,i,i,i,i,i,i,i,i,i,i
CC(=O)Nc1sc(N/N=C\c2ccccc2Cl)nc1-c1cccs1,i,i,i,i,i,i,i,i,i,i,i
Cn1cnnc1SCCNS(=O)(=O)c1cccc([N+](=O)[O-])c1,i,i,i,i,i,i,i,i,i,i,i
CCN1CCC(CNCc2cn(-c3ccc(OC)cc3)nc2-c2ccccc2Cl)C1 (stereo not given),i,i,i,i,i,i,i,i,i,i,i
Cc1cn(CCC(=O)Nc2ccc(N3CCOCC3)cc2)c2ccccc12,i,i,i,i,i,i,i,i,i,i,i
Cc1ccc(NC(=O)COC(=O)c2ccc([N+](=O)[O-])o2)cc1S(=O)(=O)N1CCCCC1,i,i,i,i,i,i,i,i,i,i,i
O=C(Nc1nnc(-c2ccccc2Cl)o1)c1nc2ccccc2s1,185*,i,i,i,i,i,i,i,100*,i,103*
COc1ccc([N+](=O)[O-])cc1NCc1ccccc1,i,i,i,i,i,i,i,i,i,i,i
Fc1ccc(COc2cccc(-c3n[nH]c(=S)o3)c2)cc1,i,i,i,i,i,i,i,i,i,i,i
Cc1cc(-c2nnc(SCC(=O)Nc3nc(-c4ccccc4)cs3)o2)no1,i,i,i,i,i,i,i,i,i,i,i
